High-throughput results as filed in PubChem BioAssay.
SENP1 inh: inhibitors of human SENP1 SUMO protease catalytic domain; Q9P0U3; recombinant SENP1 catalytic domain, CyPet-SUMO1-YPet FRET cleavage; inhibition, % at 10 µM; actives 0.21% (n = 360,000); AID 624204;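 active = inhibition at least 30% at 10 µM, raw YFP signal under a set limit, fluorescence ratio 0.5 to 1.5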;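 also: 0% = enzyme with DMSO and 100% = no enzyme wells; some results filed as inactive read as strong as hits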
Target sequence (Q9P0U3 419-644 limits assumed): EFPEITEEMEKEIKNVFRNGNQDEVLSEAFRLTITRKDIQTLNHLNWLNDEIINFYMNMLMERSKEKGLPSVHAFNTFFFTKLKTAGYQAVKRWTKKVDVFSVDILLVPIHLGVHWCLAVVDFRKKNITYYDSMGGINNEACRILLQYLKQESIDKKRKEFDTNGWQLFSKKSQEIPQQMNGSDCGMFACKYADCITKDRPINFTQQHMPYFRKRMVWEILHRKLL
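Test system: recombinant human SENP1 catalytic domain, His6-tagged / Medium: pH 8 Tris buffer with EDTA, NaCl, BME, BSA, NP40, catalase / Also added: SUMO1 FRET substrate flanked by Cypet and Ypet, 25 nM / Times: 50 min reaction at room temperature / Signal: FRET, CFP and YFP emission / Control set: no-enzyme low control and enzyme-plus-DMSO high control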
SENP6 inh: blocks the human protease SENP6; Q9GZR1; Recombinant SENP6 catalytic domain, aminoluciferin luminescence; inhibition, % at 10 µM; actives 1.8% (n = 330,000);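 active = inhibition above about 50% at the single tested dose, limit read from the data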;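 also: plate controls were DMSO wells with enzyme for no effect and DMSO wells lacking enzyme for full effect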
SENP8 block-1: blocks the human protease SENP8 | Q96LD8 | purified SENP8, Z-RLRGG-aminoluciferin cleavage, luminescence | inhibition, % at 10 µM | actives 1.2% (n = 330,000) | AID 2540; in the data active = inhibition above about 50%
SENP8 block-2: blocks human SENP8 cleavage of Nedd8 substrate; actives 0.64% (n = 360,000); recombinant SENP8, Nedd8 substrate fluorescence; inhibition, % at 20 µM; AID 602440; in the data active = inhibition mostly above about 40%, no sharp cut-off; inactive = mostly below about 27%
A3G deaminase: inhibitors of human APOBEC3G DNA deaminase; recombinant A3G, ssDNA deamination FAM/TAMRA fluorescence; inhibition, % at 20 µM; actives 0.28% (n = 330,000); AID 493012;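 active = inhibition of at least 40% at 20 µM, with no more than 30% in the related APOBEC3A deaminase screen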;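 also: plate controls were DMSO wells with A3G for no effect and wells lacking A3G enzyme for full effect; some compounds called inactive have numbers as strong as hits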
Target sequence (Q9HC16 whole entry, looked up): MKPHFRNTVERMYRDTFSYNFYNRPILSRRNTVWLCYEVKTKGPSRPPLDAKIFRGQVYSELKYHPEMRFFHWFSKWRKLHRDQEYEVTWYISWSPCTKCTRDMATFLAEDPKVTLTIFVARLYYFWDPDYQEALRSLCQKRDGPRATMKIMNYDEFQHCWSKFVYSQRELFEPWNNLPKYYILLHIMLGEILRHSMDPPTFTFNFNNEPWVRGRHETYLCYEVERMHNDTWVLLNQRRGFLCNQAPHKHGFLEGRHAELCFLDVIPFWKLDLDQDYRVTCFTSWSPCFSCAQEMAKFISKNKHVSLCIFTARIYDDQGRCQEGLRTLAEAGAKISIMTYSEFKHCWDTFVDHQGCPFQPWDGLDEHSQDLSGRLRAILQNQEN
Apaf1 inhib: human Apaf-1 inhibition; O14727; reconstituted apoptosome caspase-3 activity, DEVD-Rh110 fluorescence; inhibition, % at 20 µM; actives 0.71% (n = 330,000); AID 489030; active = inhibition of at least 40% at 20 µM;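 also: plate controls were DMSO wells for no effect and DEVD-CHO caspase inhibitor wells for full effect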
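System: reconstituted apoptosome with Apaf-1, cytochrome c, caspase-9, procaspase-3, dATP; Signal: Rh110 fluorescence intensity; Schedule: 30 min compound preincubation, 50 min activation, room temperature; Reagent: cytochrome c trigger plus (Z-DEVD)2-Rh110 caspase-3 substrate.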
SENP7 inh: blocks the human protease SENP7. Q9BQF6. recombinant SENP7, Z-RLRGG-aminoluciferin luminescence, 40 min. inhibition, % at 5 µM. AID 434973. actives 1.5% (n = 330,000);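 active = inhibition above about 50% at the single test dose, limit read from the data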;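 also: plate controls were DMSO with enzyme for no effect and no enzyme buffer wells for full effect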
Target sequence (Q9BQF6 706-1050 limits assumed): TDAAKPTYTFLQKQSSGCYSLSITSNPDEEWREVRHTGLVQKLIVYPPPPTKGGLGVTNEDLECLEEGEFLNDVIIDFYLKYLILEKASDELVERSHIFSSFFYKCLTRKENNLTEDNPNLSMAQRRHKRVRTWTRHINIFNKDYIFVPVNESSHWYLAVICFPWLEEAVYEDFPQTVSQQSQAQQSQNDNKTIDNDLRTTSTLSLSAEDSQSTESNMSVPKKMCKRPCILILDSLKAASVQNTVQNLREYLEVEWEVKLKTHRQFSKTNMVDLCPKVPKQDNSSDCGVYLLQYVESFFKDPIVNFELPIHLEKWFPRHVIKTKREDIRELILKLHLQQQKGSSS
UBC13 inh: human UBC13 polyubiquitination inhibition; P61088; UBC13 polyubiquitin chain formation, TR-FRET; inhibition, % at 20 µM; actives 0.47% (n = 330,000); in the data active = inhibition above about 45%, passing the limit was not always enough
The depositor's hits bear a star; . = no result given.

SMILES,SENP1 inh,SENP6 inh,SENP8 block-1,SENP8 block-2,A3G deaminase,Apaf1 inhib,SENP7 inh,UBC13 inh
CCCNC(=O)c1c(N)n(-c2ccc3c(c2)OCO3)c2nc3ccccc3nc12,-81.8,17.4,12.2,-308.4,-0.3,27.4,16.2,-12.3
O=C(COC(=O)c1ccc(Br)o1)Nc1ncc([N+](=O)[O-])s1,-18.1,73.8*,64.9*,18.1,-1.1,-8.1,27.7,-14.3
CCOc1ccccc1C1CC(c2ccc(F)cc2)Nc2nc(N)nn21 (stereo unspecified),0.6,-0.2,6.3,-14.3,-7.4,-2.5,-0.2,9.8
O=C(/C=C/c1cccc(Br)c1)c1ccc2c(c1)OCO2,0.0,76.1*,34.3,3.1,-0.1,20.7,-32.8,-0.4
CCN1C(=O)N[C@@H](c2ccccc2)[C@H](C(=O)OC)[C@H]1C,0.7,-9.8,-14.7,23.8,-5.8,0.1,-13.8,-8.7
COc1ccc(S(=O)(=O)N2CCC(C(=O)NCC3CC3)CC2)cc1,-0.7,-7.6,-5.6,15.5,-1.6,10.9,-1.3,2.9
COc1ccc(/C=C2\SC(=S)N(CCC(=O)Nc3ccccn3)C2=O)cc1OC,-77.7,-11.9,4.9,12.0,-12.3,23.4,-2.0,-25.3
COc1cc(OC)c2c(c1)OC(=O)CC2c1cc(OC)c(OC)c(OC)c1 (stereo unspecified),0.7,.,.,16.9,8.6,5.8,6.3,.
Cc1ccc(NC2=NC(c3ccccc3)n3c(nc(C)cc3=O)N2)c(C)c1 (stereo unspecified),0.5,1.3,-2.4,-17.3,-4.1,-9.6,-0.1,4.6
Cc1cccc[n+]1CC(=O)Nc1ccc([N+](=O)[O-])cc1Cl,-0.7,-7.9,-6.0,5.3,-6.7,-1.2,-1.5,2.6
O=C(O)CNC(=O)c1cccc(C(F)(F)F)c1,3.8,-14.1,0.4,10.9,-3.9,-11.6,2.6,1.5
S=c1[nH]nc(C2CC2)n1Cc1ccco1,0.1,-0.6,3.3,-4.0,-1.5,-7.9,10.5,6.6
CC(NC(=O)c1ccccc1F)C12CC3CC(CC(C3)C1)C2 (stereo unspecified),0.5,-17.2,-9.0,20.0,21.8,16.7,3.6,9.1
CCOc1ccc(/C=C/[N+](=O)[O-])c2ccccc12,-12.4,67.2*,44.1,18.2,-0.5,80.5*,27.5,-44.1
N#CCC(=O)Nc1nc(-c2ccc3c(c2)OCCO3)cs1,-24.0,89.4*,81.7*,-1.0,-0.8,-4.1,60.5*,7.5
Cc1ccc(-c2nnn(CC(=O)N(Cc3ccco3)C(C(=O)NC3CCCC3)c3cccs3)n2)o1 (stereo unspecified),-13.8,-7.0,1.8,12.0,-0.4,16.7,2.1,-3.8
Cc1ccc(CCNc2ccc3ccccc3c2)cn1,-11.6,23.7,10.8,-413.6,10.6,15.4,20.4,-0.6
Cc1cccc(-n2c(SCC(=O)N3CC(=O)Nc4ccccc43)nc3ccccc3c2=O)c1C,-3.7,6.6,6.1,0.1,-5.1,0.3,-2.9,8.3
O=c1oc2ccccc2c(O)c1Cc1cc(Cl)c2cccnc2c1O,0.5,3.9,-9.7,11.3,-3.5,-0.9,-7.7,-44.0
CC(C)CC(=O)N1CC(C)N(C(=O)CC(C)C)CC1C (stereo unspecified),.,-5.8,-8.7,.,-6.5,-3.2,2.3,1.5
Cc1cc(N2CCC(C)CC2)nc(SCC(=O)c2ccccc2)n1,2.1,-10.0,2.2,14.8,-9.4,26.7,-5.9,-2.6
O=C(CCNC(=O)C1CCN(S(=O)(=O)c2ccc(F)cc2)CC1)NC1CC1,1.2,2.8,5.1,5.7,7.9,0.2,7.0,-5.0
COc1cccc(C(=O)NC2C(=O)N3C(C(=O)O)=C(COC(C)=O)CSC23)c1 (stereo unspecified),-3.3,0.2,6.1,1.0,-7.6,-5.0,-0.5,1.4
O=S(=O)(NCCN1CCOCC1)c1ccc2ccccc2c1,-0.3,6.3,2.1,4.0,-8.8,-6.9,5.5,4.0
NC(=O)SCC(=O)Nc1ccc(Cl)cc1,-0.5,-32.6,-6.0,23.3,0.7,8.4,-7.8,24.1
COc1ccc(C(=O)N[C@H](C(=O)NCC2CCCCC2)C(C)C)cc1,0.2,-8.3,-13.0,15.9,-3.6,-0.6,-6.4,-3.7
Cc1ccc(S(=O)(=O)N2CCCCC2)cc1NS(=O)(=O)c1cccc(C(=O)O)c1,1.5,-10.8,-11.2,23.5,-3.7,8.1,-2.5,-2.9
CCOc1ccc(OCC)c(S(=O)(=O)NCc2ccccc2)c1,0.2,-10.6,-5.8,10.8,-3.2,4.5,9.7,-7.2
C=CCN1C(=O)/C(=C2/Sc3ccc(OC)cc3N2C)SC1=NCc1ccccc1,-34.4,-10.9,-9.1,-220.8,-7.3,6.8,-6.5,7.9
COc1ccc(NC(=O)c2ccc3nc(C)sc3c2)cc1,0.1,10.3,-25.5,9.7,-3.0,-4.5,13.2,-7.8
Cc1ccc(C)c(OCc2nnc(NC(=O)c3ccc4c(c3)OCO4)s2)c1,-0.8,-23.6,-0.8,8.1,-4.0,-16.7,-9.4,10.2
O=C(Nc1ccc2c(c1)OCCO2)C1CCCN(S(=O)(=O)c2cccc3nsnc23)C1 (stereo unspecified),7.4,0.2,-2.6,1.6,1.2,3.3,-6.8,-13.3
CCOc1ccc(CCN2C(=O)C3C4C=CC(C4)C3C2=O)cc1OCC (stereo unspecified),0.8,-7.3,-7.7,3.4,-4.5,-6.4,12.6,-7.2
O=C(C[n+]1cc(-c2ccc(Br)cc2)n2c1CCCCC2)c1ccccc1,0.2,6.6,-2.3,11.1,0.1,2.1,-1.6,9.8
CCOC(=O)C1CCN(C(=O)c2cc(C(C)(C)C)nn2Cc2ccccc2)CC1,0.0,4.9,-0.9,10.0,-1.2,3.3,7.2,0.4
CS(=O)c1ccccc1-c1nc(-c2cc(C(F)(F)F)cc(C(F)(F)F)c2)no1 (stereo unspecified),0.8,2.9,11.8,17.0,-2.7,29.9,6.5,18.6
CCOc1cccc(OCCCCn2cnc3ccccc3c2=O)c1,2.9,1.0,8.2,16.6,-12.9,-9.0,0.2,1.0
O=C(O)CC12CC3CC(C1)CC(n1ncc(NCc4ccc5c(c4)OCO5)c(Cl)c1=O)(C3)C2,.,-2.5,-8.1,.,-5.1,10.6,-1.2,-7.9
CCc1cccc(CN2CCC(CNC(=O)Nc3ccc(Cl)cc3)CC2)c1,4.0,30.2,-15.2,12.3,-3.7,-10.0,2.7,5.0
CN1CCN(C(=O)C2CCCN(S(=O)(=O)c3ccccc3)C2)CC1 (stereo unspecified),0.5,-24.7,-3.8,16.0,-1.9,-12.2,10.4,-8.1
COc1cc(/C=C/C(=O)OCC(=O)NCc2ccccc2OC)ccc1O,-41.8,3.9,-1.1,-410.2,-10.4,9.7,-2.1,3.9
O=C(c1ccc2nc(-c3ccco3)c(-c3ccco3)nc2c1)N1CCN(c2ncccn2)CC1,-20.9,1.2,9.5,-255.8,93.3,57.5*,13.4,-28.1
CC(C)NCCOc1cccc(Br)c1,0.4,-11.1,-13.6,10.6,-3.1,14.0,-7.7,-2.6
COCCCN1C(=O)c2[nH]nc(-c3cc(C)cc(C)c3O)c2C1c1ccc(O)c(OC)c1 (stereo unspecified),2.8,-4.0,1.3,0.6,-6.5,5.0,1.3,14.9
COc1ccc(NC(=O)c2ccc(Cl)c(S(=O)(=O)N3CC(C)OC(C)C3)c2)cn1 (stereo unspecified),-1.8,-1.7,-11.2,7.4,-4.7,5.7,-11.4,2.3
CC(C)(C)c1ccc(C(=O)N2CCC(NC(=O)c3ccccc3)CC2)cc1,4.1,5.3,13.0,7.4,-3.2,10.4,0.6,12.2
O=C(Cc1cc(=O)[nH]c(=O)[nH]1)NCC1CCCO1 (stereo unspecified),-109.4,3.7,1.3,-10.4,-1.8,-4.8,0.9,-10.7
CCOC(=O)N1CCN(S(=O)(=O)c2ccc3[nH]cc(C(=O)O)c(=O)c3c2)CC1,-1.0,-9.1,-2.3,-131.4,11.8,-1.8,2.2,2.8
COc1ccc(-c2noc(CCC(=O)N3CCN(c4ccccc4)CC3)n2)cc1,-0.5,.,.,-0.5,0.2,4.7,-4.1,.
CS(=O)(=O)c1ccc2nc(NC(=O)Oc3ccccc3)sc2c1,-2.1,-16.4,-2.9,-10.0,-2.8,9.1,0.8,1.8
Cc1ccccc1-n1c(SCc2ccccn2)nc2n[nH]c(C)c2c1=N,-3.3,-4.4,-3.6,32.0,-3.5,9.3,1.5,3.2
CSc1ccc(S(=O)(=O)N2CCC(C(=O)NCc3ccncc3)CC2)cc1,-1.1,-0.9,8.3,12.7,-13.3,0.1,-4.1,-3.4
CCC(C)NC(=O)CN1C(=O)CSc2ccc(S(=O)(=O)N3CCCC3)cc21 (stereo unspecified),0.0,0.9,-13.5,6.6,-5.3,-4.5,-8.7,-2.6
CC(C)c1ccc(S(=O)(=O)N2CCN(C(=O)C3=COCCO3)CC2)cc1,0.6,2.0,-3.8,3.5,-7.0,-2.6,1.1,2.6
O=C(CCNC(=O)c1ccccc1)NCCCc1ccccc1,-1.6,9.4,2.7,11.8,-8.5,-12.6,-4.2,7.8
O=C(NNc1nc2ccccc2s1)Nc1ccc(Cl)c(Cl)c1,-5.3,-6.3,1.6,-4.9,-4.2,9.2,4.2,-8.5
CCOC(=O)C1CCCN(CC(O)COC(c2ccccc2)c2ccccc2)C1 (stereo unspecified),-2.9,-31.3,-11.2,2.8,-13.0,1.0,-2.3,5.6
CC(NC(=O)COc1ccccc1)C(=O)NCc1ccc(S(N)(=O)=O)cc1 (stereo unspecified),-1.2,0.8,6.5,-5.4,-4.9,-2.9,1.9,8.5
CCn1c(=O)cc(SCC(=O)NCc2ccc3c(c2)OCO3)c2ccccc21,2.9,-1.6,-3.5,-13.4,-9.5,-11.5,-3.2,7.9
Cn1nnnc1SCC(=O)NNC(=O)c1ccc(Br)cc1,0.9,-11.9,5.4,6.0,-7.7,-0.4,-3.7,2.8

An excerpt of these results, as labelled records:
SMILES: O=C(Cc1cc(=O)[nH]c(=O)[nH]1)NCC1CCCO1 (stereo unspecified)
  SENP1 inh = -109.4
  SENP6 inh = 3.7
  SENP8 block-1 = 1.3
  SENP8 block-2 = -10.4
  A3G deaminase = -1.8
  Apaf1 inhib = -4.8
  SENP7 inh = 0.9
  UBC13 inh = -10.7
SMILES: CCOC(=O)N1CCN(S(=O)(=O)c2ccc3[nH]cc(C(=O)O)c(=O)c3c2)CC1
  SENP1 inh = -1.0
  SENP6 inh = -9.1
  SENP8 block-1 = -2.3
  SENP8 block-2 = -131.4
  A3G deaminase = 11.8
  Apaf1 inhib = -1.8
  SENP7 inh = 2.2
  UBC13 inh = 2.8
SMILES: COc1ccc(-c2noc(CCC(=O)N3CCN(c4ccccc4)CC3)n2)cc1
  SENP1 inh = -0.5
  SENP6 inh = .
  SENP8 block-1 = .
  SENP8 block-2 = -0.5
  A3G deaminase = 0.2
  Apaf1 inhib = 4.7
  SENP7 inh = -4.1
  UBC13 inh = .

Later entries:
SMILES,SENP1 inh,SENP6 inh,SENP8 block-1,SENP8 block-2,A3G deaminase,Apaf1 inhib,SENP7 inh,UBC13 inh
Cc1csc(NC(=O)CSc2ncc(-c3ccccc3)[nH]2)n1,-0.4,-11.3,-12.6,16.2,0.1,-7.6,-8.1,-13.4
Cc1cc2oc(C(=O)NCCc3ccc(S(N)(=O)=O)cc3)c(C)c2cc1C,0.2,-19.5,2.5,6.9,4.0,-10.9,5.3,-4.2
CC(=O)N1[C@@H]2CC3C4CC=C5C[C@@H](O)CC[C@]5(C)C4CC[C@]3(C)[C@@]21C(C)=O (stereo partly specified),1.9,-4.0,2.1,10.1,-0.1,14.5,4.1,2.3
CCOc1ccc(NC(=O)C2C3CC/C=C\CCC32)cc1 (stereo unspecified),1.6,-5.3,-8.0,8.0,-3.6,0.3,6.1,1.6
